# SRC2 TRFRET art: flags TR-FRET format artefacts in PPARgamma SRC-2 recruitment agonist screen; TR-FRET artefact counter-screen; hits give high values; TR-FRET ratio at 8 µM; 200,000 compounds, 0.4% hits; AID 1049; in the data active means TR-FRET ratio above about 2000; further: inactives centre near 1500
# bIAP inh: blocks bovine intestinal alkaline phosphatase activity. purified bovine IAP, CDP-star luminescence, 30 min. inhibition, % at 20 µM. 190,000 tested, under 10 active. AID 1019;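 active means over 50% inhibition of intestinal alkaline phosphatase at 20 µM in the single-dose screen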
#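 System: Purified bovine intestinal alkaline phosphatase (IAP) enzyme | Input: IAP diluted 1/65,000,000 in the well | Also added: CDP-star chemiluminescent phosphatase substrate, 30 µM final | Dosing: 20 µM single dose | Times: Enzyme reaction for 30 min at room temperature | Detection: Luminescence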
# PPARg SRC2 recr: agonists of SRC-2 recruitment by human PPARgamma; P37231; PPARgamma LBD-SRC-2 recruitment, biochemical; activation, % at 8 µM; 200,000 compounds, 0.34% hits; in the data active means activation above about 22%;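 further: 0% = vehicle and 100% = reference agonist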
# Target sequence (P37231 whole entry, looked up, the tested form may be a part): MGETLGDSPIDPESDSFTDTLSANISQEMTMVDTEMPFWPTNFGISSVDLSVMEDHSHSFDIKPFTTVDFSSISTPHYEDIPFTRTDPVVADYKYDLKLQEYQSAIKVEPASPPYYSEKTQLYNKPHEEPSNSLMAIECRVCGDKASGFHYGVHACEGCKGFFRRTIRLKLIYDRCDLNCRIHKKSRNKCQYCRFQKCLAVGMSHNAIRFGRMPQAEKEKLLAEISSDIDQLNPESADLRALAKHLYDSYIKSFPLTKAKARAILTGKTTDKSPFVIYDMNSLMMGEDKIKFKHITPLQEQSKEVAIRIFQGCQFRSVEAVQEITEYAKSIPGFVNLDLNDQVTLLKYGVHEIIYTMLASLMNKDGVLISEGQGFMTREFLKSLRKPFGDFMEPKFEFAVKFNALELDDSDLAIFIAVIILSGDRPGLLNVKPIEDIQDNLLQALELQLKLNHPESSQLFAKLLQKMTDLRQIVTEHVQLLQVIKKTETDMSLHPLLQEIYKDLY
# PPARg SRC1 recr: agonists of human PPARgamma SRC-1 coactivator recruitment. P37231. PPARgamma-SRC-1 coactivator recruitment biochemical assay. activation, % at 8 µM. 200,000 compounds, 0.41% hits; in the data active means activation above about 19%;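 further: 0% = DMSO and 100% = reference agonist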
# ROMK primary: modulates human ROMK potassium channel activity; 130,000 compounds, 2% hits; B-score at 10 µM; P48048; Tet-inducible ROMK, thallium flux fluorescence; actives lie on both sides;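 active means signal ratio slope over the read window, or its plate-corrected B-score, at least 3 SD from the plate mean, either direction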;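 further: B-score of the F/F0 ratio slope over 7 to 12 s after thallium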
# STAT3 blocker: inhibitors of IL-6 induced STAT3 signaling; U3A cells, IL-6 STAT3-luciferase reporter, luminescence; host cell line lacks STAT1; inhibition, % at 5.5 µM; 190,000 compounds, 0.89% hits; AID 862;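 active means inhibition above the mean inhibition across all screened compounds plus 3 SD, cut at about 44% in these data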;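 further: 0% = DMSO only wells and 100% = 100 µM nifuroxazide control wells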
# STAT1 blocker: inhibitors of IFN-gamma induced STAT1 signaling; 200,000 compounds, 0.35% hits; inhibition, % at 5.5 µM; AID 920; NIH 3T3 STAT1-luciferase reporter, luminescence;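 active means inhibition above a set limit, the mean inhibition across all tested compounds plus 3 SD, cut at about 34% in these data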;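 further: 0% = IFN-gamma with DMSO and 100% = IFN-gamma with 300 µM nifuroxazide; values of inactives mirror those of a sister screen read the other way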
# TNAP act hiacc: increases human TNAP activity under high phosphate acceptor concentration; AID 1136; 200,000 tested, under 10 active; activation factor at 20 µM; purified TNAP, CDP-star luminescence, 1 M DEA, 30 min; hits give high values; 0 = EDTA background, 1 = DMSO-only activity;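 active means activation factor at least 2 at 20 µM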
# Target sequence (P05186 whole entry, looked up): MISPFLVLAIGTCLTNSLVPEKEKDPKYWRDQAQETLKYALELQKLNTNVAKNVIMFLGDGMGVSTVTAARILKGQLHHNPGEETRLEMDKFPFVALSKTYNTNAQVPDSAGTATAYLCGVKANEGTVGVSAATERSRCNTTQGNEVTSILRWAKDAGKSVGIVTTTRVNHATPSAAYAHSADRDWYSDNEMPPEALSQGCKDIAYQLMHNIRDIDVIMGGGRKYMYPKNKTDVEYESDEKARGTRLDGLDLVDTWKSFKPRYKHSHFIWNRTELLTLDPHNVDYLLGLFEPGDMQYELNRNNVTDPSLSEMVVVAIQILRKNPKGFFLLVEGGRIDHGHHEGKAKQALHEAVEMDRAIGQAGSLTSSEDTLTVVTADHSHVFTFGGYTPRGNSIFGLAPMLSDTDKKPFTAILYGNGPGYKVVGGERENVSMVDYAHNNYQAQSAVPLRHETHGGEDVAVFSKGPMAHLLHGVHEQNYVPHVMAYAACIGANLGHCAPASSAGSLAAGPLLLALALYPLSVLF
#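 Measured by: Luminescent substrate turnover signal | Test system: Human TNAP | Input: TNAP 1/800 final | Dosing: 20 µM single point | Schedule: 30 min, room temperature | Controls: EDTA wells as negative control, DMSO wells as positive control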
# STAT3 activator: increases IL-6 driven STAT3 reporter signal. U3A cells, IL-6 STAT3-luciferase reporter, luminescence; 100% = signal with IL-6 EC80 alone. activation (% of control), % at 5.6 µM. 190,000 compounds, 0.91% hits;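 active means activation above the screen-wide mean of compound activation plus 3 SD, cut at about 130% in these data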;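 further: 0% = background luminescence of wells with medium and substrate only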
#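 System – human U3A cells carrying STAT3-luciferase construct · Probe or stimulus – Interleukin-6, 33 ng/mL · Schedule – compound 1 h, then IL-6 6 h at 37 °C · Signal – luminescence from STAT3-driven luciferase reporter · Evaluation – percent of IL-6-only median luminescence · Benchmarks – IL-6-only high control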
# bIAP activator: increases bovine intestinal alkaline phosphatase activity; purified bovine IAP, CDP-star luminescence, 30 min; hits give high values; fold of DMSO-control signal, blank-subtracted; activation factor at 20 µM; 200,000 compounds, 0.17% hits; AID 1016;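 active means activation factor of 2 or more at 20 µM, a signal rise over negative controls twice the positive control's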
# PPARg SRC-3 ag: promotes SRC-3 coactivator recruitment by human PPARgamma; P37231; biochemical PPARgamma/SRC-3 coactivator recruitment assay; activation, % at 8 µM; 200,000 compounds, 0.26% hits; AID 731; in the data active means activation above about 23%;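 further: 0% = DMSO and 100% = reference agonist; some compounds past the cut are filed as inactive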
# * = called active by the depositor; i = inactive; nt = not tested or not shown.
SMILES,SRC2 TRFRET art,bIAP inh,PPARg SRC2 recr,PPARg SRC1 recr,ROMK primary,STAT3 blocker,STAT1 blocker,TNAP act hiacc,STAT3 activator,bIAP activator,PPARg SRC-3 ag
O=C(COC(=O)/C=C/c1cccc(Cl)c1)NCCc1ccccc1,1440,-2,-2,6,0.82,0,13,1,98,1,2
COC(=O)Cn1cnc2c(cnn2-c2ccccc2)c1=O,1580,3,1,0,0.7,2,-8,1,109,1,4
c1ccc(SSc2ccccc2)cc1,1677,-6,4,13,nt,1,-3,1,101,1.1,6
CC(=O)Nc1ccc(S(=O)(=O)Oc2ccc(/C=C3\SC(N)=NC3=O)cc2)cc1,1441,-13,-11,1,0.18,-10,10,1,110,1.1,-4
CCN(CC)c1ccc(/C=C/C(=O)c2cccnc2)cc1,1478,-14,2,-11,-0.65,0,1,1,102,1.1,3
COC(=O)c1ccccc1NC(=O)CN1CCN(C(=O)c2ccco2)CC1,1483,7,2,5,nt,5,6,1.1,103,0.9,-2
COc1cc(OC)cc(C(=O)N[C@H](C(=O)OCC(=O)NC(=O)c2cccn2C)C(C)C)c1,1619,-5,-3,10,-0.36,5,-5,1,105,1.1,2
CCOc1ccccc1N1C(=O)CC(Nc2ccc(N3CCOCC3)cc2)C1=O (centres undefined),1440,3,6,16,nt,7,-2,1,99,1,0
Cc1ccc(/C=C/C(=O)O)cc1S(=O)(=O)NCCO,1397,19,-10,4,nt,5,-7,1,104,0.8,-5
O=C(NCN1C(=O)C2C3C=CC(C3)C2C1=O)Nc1cccnc1 (centres undefined),1394,8,1,-6,0.2,2,2,1.1,104,0.9,-15
CCCn1c(C(O)c2cc(OC)ccc2OC)nc2ccccc21 (centres undefined),1488,i,5,4,-0.25,7,5,0.9,97,73*,5
Cc1noc(C)c1C1(O)CCCCCCCCCCC1,1422,2,-7,-1,-1.2,-1,0,1,103,1,0
CN(c1cccc(NC(=O)Nc2cccc(Cl)c2)c1)S(C)(=O)=O,1334,7,10,2,nt,10,-23,1,94,0.9,-15
CCOc1cc(/C=N/NC(N)=O)cc(Br)c1OCC(=O)Nc1cccc2ccccc12,1579,6,2,-7,0.51,-10,0,1.1,109,0.9,-5
O=C(NCCN1CCOCC1)NC1(C(F)(F)F)Oc2ccc(Cl)cc2O1 (centres undefined),1559,8,8,7,-0.16,5,-6,1,99,0.9,0
Cn1/c(=N/N=C/c2ccc([N+](=O)[O-])cc2)sc2ccccc21,1376,15,4,-5,nt,-54,-35,1,144*,0.8,6
O=C(Nc1ccc(-c2noc(CCc3ccccc3)n2)cc1)c1cccnc1,1696,1,8,7,0.22,16,-3,1,92,1,3
O=C(CCCCn1c(=O)c2ccccc2n(Cc2ccc(F)cc2)c1=O)NCc1ccco1,1599,9,10,5,nt,2,6,1,103,0.9,3
CCN(C(=O)c1c(N)cnn1C)c1ccccc1,1696,6,14,6,-0.0065,16,-2,1,91,0.9,-1
Cc1cccc(-n2c(CCn3nc(C)c([N+](=O)[O-])c3C)n[nH]c2=S)c1,1519,-11,3,-2,-2,12,-3,1,94,1.1,2
CC(=O)C1=C(O)C(=O)N(c2nccs2)C1c1ccc(F)cc1 (centres undefined),1767,7,11,4,-0.15,14,12,1.1,91,0.9,4
CC1CCN(C(=O)CSc2ccc(-c3ccc(F)cc3)nn2)CC1,1545,16,-4,0,0.16,3,-6,1,102,0.8,-5
CCOC(=O)C1=C(C)NC(C)=C(C(=O)OCC)C1c1ccc(OC)cc1,1609,-9,4,6,nt,2,-2,1,101,1.1,4
O=C(CSc1nc2[nH]ncc2c(=O)[nH]1)N1CCCCC1,1425,21,2,3,-0.17,8,8,1,95,0.8,3

# STAT3 activator: what is marked active above
SMILES | bIAP inh | PPARg SRC2 recr | PPARg SRC1 recr | ROMK primary | STAT1 blocker | TNAP act hiacc | STAT3 activator | bIAP activator | PPARg SRC-3 ag
Cn1/c(=N/N=C/c2ccc([N+](=O)[O-])cc2)sc2ccccc21 | 15 | 4 | -5 | nt | -35 | 1 | 144* | 0.8 | 6

# Other results follow.
SMILES,SRC2 TRFRET art,bIAP inh,PPARg SRC2 recr,PPARg SRC1 recr,ROMK primary,STAT3 blocker,STAT1 blocker,TNAP act hiacc,STAT3 activator,bIAP activator,PPARg SRC-3 ag
CC(C(=O)NCC1(c2ccccc2)CCCC1)N1CCOCC1 (centres undefined),1598,2,1,6,nt,3,0,1,103,1,13
c1ccc2c(c1)Nc1nccnc1S2,1430,-6,2,9,0.13,-13,-15,1.1,116,1.1,3
COc1cccc(-c2nc(=S)c3c(n2Cc2ccco2)CCCC3)c1,1388,11,-1,7,nt,-2,1,1,102,0.9,-7
O=S(=O)(c1ccc(Cl)c(C(F)(F)F)c1)N1CCN(CC(O)COCC2CCCO2)CC1 (centres undefined),1278,-9,0,2,0.29,2,7,1.1,103,1.1,-1
CCOC(=O)c1cccc(NC(=O)C2CCC(CNc3c(N4CCOCC4)c(=O)c3=O)CC2)c1 (centres undefined),1747,-12,0,1,nt,16,-3,1.1,91,1.1,-5
CCNC(=O)COc1ccc2ccccc2c1,1514,6,-1,-3,-0.0058,19,-19,1.1,89,0.9,1
CCO[C@@H]1OC(C(=O)NCc2nc3ccccc3[nH]2)=C[C@H](c2cn(C(C)=O)c3ccccc23)[C@H]1CCCO,1635,-29,6,8,nt,nt,8,1,nt,1.3,6
CC(=O)C1=C(C)NC(SCC(=O)c2ccc(Cl)cc2Cl)=C(C#N)C1c1ccco1 (centres undefined),1699,15,10,3,-0.15,12,2,1,93,0.9,-11
C/C(=N\NC(=O)CSc1nnc(C)s1)c1ccc(Cl)cc1,1611,37,2,11,nt,15,1,1,91,0.6,6
CC(=O)Nc1ccc(S(=O)(=O)Nc2nnc(C(C)(C)C)s2)cc1,1523,2,-1,-5,-0.46,0,9,1,106,1,-8
COCCn1c(SCC(=O)N2CCc3ccccc3C2)nc2ccccc2c1=O,1590,22,8,-6,-0.8,-9,-4,1.1,105,0.8,2
CS(=O)(=O)c1ccc(Cl)c(NC(=O)Cc2c(F)cccc2Cl)c1,1601,1,4,4,0.036,2,1,1,103,1,-2
S=c1nc(-c2cccc(Br)c2)[nH][nH]1,1805,-6,12,12,nt,7,1,1,100,1.1,7
CCOc1ccc(CCNC(=O)Cn2c(=O)oc3ccccc32)cc1OCC,1372,-15,-10,-2,-0.73,-15,2,1,111,1.1,-12
CC(C)c1ccc(NC(=O)c2cc(S(=O)(=O)NCC3COc4ccccc4O3)ccc2F)cc1 (centres undefined),1550,7,5,4,1.2,16,0,1,89,0.9,2
CN(C)CCCSc1nc2ccccc2s1,1493,-8,8,1,-0.14,-28,-10,1.1,124,1.1,1
Cc1ccc(CN(Cc2ccco2)C(=S)NCC(=O)O)cc1,1672,nt,1,-2,nt,0,4,1,100,0.4,-1
Cc1noc(C)c1S(=O)(=O)N(CC(=O)N1CCCCCC1)c1ccc(C(C)C)cc1,1495,-16,-5,-8,nt,4,2,1,101,1.2,0
OCCN(Cc1ccccc1)Cc1ccccc1O,1533,-3,1,14,0.25,-2,2,1,103,1,0
c1ccc(C(c2nnnn2C2CCCCC2)N2CCc3ccccc3C2)nc1 (centres undefined),1288,5,-7,4,nt,-27,2,1.1,128,0.9,-3
COC(=O)c1ccccc1S(=O)(=O)N1CCC(C(=O)OCC(=O)NCC(F)(F)F)CC1,1500,-6,-7,11,0.3,2,-1,1,105,1.1,-2
CC(C(=O)NCC1CCCO1)c1ccc([N+](=O)[O-])cc1 (centres undefined),1362,-6,-6,-2,0.069,2,3,1,102,1.1,-7
CCOc1ccc(C(=O)N[C@H](C(=O)Nc2cccc(S(=O)(=O)N3CCCCC3)c2)C(C)C)cc1,1532,1,-3,2,-0.57,11,-1,1,89,1,0
CSc1ccccc1C(=O)NCCSc1ccccc1,1679,26,3,0,-0.035,0,0,1,100,0.7,-1

# Single records, from the list above. Order of values: SRC2 TRFRET art	bIAP inh	PPARg SRC2 recr	PPARg SRC1 recr	ROMK primary	STAT3 blocker	STAT1 blocker	TNAP act hiacc	STAT3 activator	bIAP activator	PPARg SRC-3 ag
# CCOc1ccc(CCNC(=O)Cn2c(=O)oc3ccccc32)cc1OCC reads 1372	-15	-10	-2	-0.73	-15	2	1	111	1.1	-12
# CCOc1ccc(C(=O)N[C@H](C(=O)Nc2cccc(S(=O)(=O)N3CCCCC3)c2)C(C)C)cc1 reads 1532	1	-3	2	-0.57	11	-1	1	89	1	0
# c1ccc(C(c2nnnn2C2CCCCC2)N2CCc3ccccc3C2)nc1 (centres undefined) reads 1288	5	-7	4	nt	-27	2	1.1	128	0.9	-3
# CSc1ccccc1C(=O)NCCSc1ccccc1 reads 1679	26	3	0	-0.035	0	0	1	100	0.7	-1
# COC(=O)c1ccccc1S(=O)(=O)N1CCC(C(=O)OCC(=O)NCC(F)(F)F)CC1 reads 1500	-6	-7	11	0.3	2	-1	1	105	1.1	-2

# Next section:
SMILES,SRC2 TRFRET art,bIAP inh,PPARg SRC2 recr,PPARg SRC1 recr,ROMK primary,STAT3 blocker,STAT1 blocker,TNAP act hiacc,STAT3 activator,bIAP activator,PPARg SRC-3 ag
O=C(C(F)C(F)(F)F)N1CCN(c2ccccc2)CC1 (centres undefined),1642,1,8,4,nt,14,-3,1,96,1,-2
COc1ccccc1CNC(=O)CSc1cc(=O)n(C)c2ccccc12,2116*,0,25*,22*,-1.3,22,7,1,89,1,10
COc1cccc(NC2CC(=O)N(CCc3ccccc3)C2=O)c1 (centres undefined),1485,7,5,-7,nt,0,-1,1,110,0.9,-4
O=C(c1sccc1-n1cccc1)N1CCCC1,1543,2,1,1,nt,4,-6,1,102,1,-4
Cc1ccccc1N1CCN(C2=NC(=O)/C(=C\c3cccs3)S2)CC1,1501,-50,3,-3,0.46,-2,-5,1,103,1.5,4
O=C(CCSCc1ccc(Cl)cc1)NC1CCCC1,1618,47,2,2,0.9,-6,-5,1,109,0.5,2
COc1ccc(N2C(=O)CCC(C(=O)NCc3cccnc3)C2c2ccc(OC)c(OC)c2)cc1 (centres undefined),1485,-9,-1,-5,0.00031,0,-6,1,105,1.1,-3

# Screening results: PubChem, several laboratories
